# CHOP UPR activ: apoptotic UPR (CHOP) activation; AID 449763; CHO-CHOP luciferase reporter, luminescence; percent of tunicamycin response over DMSO baseline; activation, % at 10 µM; 0.34% of 330,000 active;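 active = at 10 µM dose, activation of 40% or more, normalized to positive control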;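 also: 100% = tunicamycin at 10 µg/mL and 0% = DMSO alone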
#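 Dosing – one dose, 10 µM in 0.5% DMSO · System – CHO-CHOP cells, stable luciferase reporter of PERK-eIF2a-CHOP signalling · Input – 500 cells/well · Control set – tunicamycin 10 µg/mL final as positive, DMSO-only wells as negative · Timing – 6 h compound treatment, 37 °C · Measure – % activation vs tunicamycin · Technique – luminescence read with Steady-Glo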
# Jurkat NFkB inh: inhibitors of the PMA/ionomycin-induced NF-kB reporter in Jurkat cells; 0.53% of 330,000 active; AID 435003; inhibition, % at 4 µM; PMA/ionomycin-induced NF-kB luciferase reporter, luminescence; in the data active = inhibition above about 50%
# UPR XBP1 act: activators of adaptive arm of unfolded protein response (XBP1) | CHO-XBP1 luciferase reporter, IRE1-XBP1 UPR activation, luminescence; percent of tunicamycin response, DMSO as zero | 0.33% of 330,000 active | activation, % at 20 µM;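 active = versus positive control, 20 µM dose yields 30% or more activation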;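 also: 100% = tunicamycin at 10 µg/mL and 0% = DMSO only wells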
#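 Test system: CHO-XBP1 luciferase reporter cells | Buffer or medium: Serum-containing F12 medium, 10% FBS | Schedule: 6 h compound exposure at 37 °C, 5% CO2 | Detection: Steady-Glo luciferase glow luminescence, 10 min after reagent addition | Read-out basis: Activation, % of tunicamycin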
# Mdm2-MdmX inh: inhibitors of human Mdm2/MdmX interaction | O15151+Q00987 | inhibition, % at 8 µM | SaOS-2 split-luciferase Mdm2/MdmX complementation, luminescence | 3% of 330,000 active;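 active = inhibition of at least 50% at 8 µM in the primary screen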
# 697 NFkB inh: lowers PMA/ionomycin-induced NF-kB signal in 697 B cells | 697 B-cell NF-kB luciferase reporter, 16 h | inhibition, % at 4 µM | 0.33% of 330,000 active | AID 435022; in the data active = inhibition above about 35%
# CXCR6 inh: CXCR6 (human) receptor inhibition | 0.36% of 360,000 active | CHO-K1 PathHunter CXCR6 beta-arrestin, luminescence | AID 602244 | O00574 | inhibition, % at 20 µM; in the data active = inhibition above about 34%, passing the limit was not always enough;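 also: antagonist mode with CXCL16 agonist at 10 nM final; 0% = 10 nM CXCL16 with DMSO and 100% = unstimulated wells without agonist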
# Target sequence (O00574 whole entry, looked up): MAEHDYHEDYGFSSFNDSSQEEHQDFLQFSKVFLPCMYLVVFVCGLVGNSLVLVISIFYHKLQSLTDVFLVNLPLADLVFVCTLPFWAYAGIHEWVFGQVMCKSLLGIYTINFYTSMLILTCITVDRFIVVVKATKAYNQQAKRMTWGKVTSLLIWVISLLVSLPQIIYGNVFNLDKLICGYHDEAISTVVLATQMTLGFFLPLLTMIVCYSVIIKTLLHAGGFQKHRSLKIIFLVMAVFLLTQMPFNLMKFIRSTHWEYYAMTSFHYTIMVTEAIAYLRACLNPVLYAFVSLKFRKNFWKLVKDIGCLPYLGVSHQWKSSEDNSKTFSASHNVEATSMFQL
# Gli-Sufu antag: Gli-Sufu pathway antagonism. inhibition, % at 5 µM. AID 588413. Sufu-KO-LIGHT fibroblasts, Gli luciferase reporter luminescence. 0.74% of 340,000 active;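 active = inhibition above about 55%, limit read from the data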;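 also: 0% = DMSO-treated cells and 100% = wells with medium but no cells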
# CCR6 antagonist: blocks CCL20-driven beta-arrestin recruitment at human CCR6; P51684; CHO-K1 CCR6 PathHunter beta-arrestin, luminescence, CCL20-stimulated; inhibition, % at 20 µM; 0.49% of 340,000 active;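 active = compounds whose inhibition of the agonist-driven luminescence signal at 20 µM reaches about 50%, limit read from the data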;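 also: cells stimulated with CCL20 at 14 nM final; plate controls were DMSO with CCL20 for no effect and DMSO without agonist for full effect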
# Target sequence (P51684 whole entry, looked up): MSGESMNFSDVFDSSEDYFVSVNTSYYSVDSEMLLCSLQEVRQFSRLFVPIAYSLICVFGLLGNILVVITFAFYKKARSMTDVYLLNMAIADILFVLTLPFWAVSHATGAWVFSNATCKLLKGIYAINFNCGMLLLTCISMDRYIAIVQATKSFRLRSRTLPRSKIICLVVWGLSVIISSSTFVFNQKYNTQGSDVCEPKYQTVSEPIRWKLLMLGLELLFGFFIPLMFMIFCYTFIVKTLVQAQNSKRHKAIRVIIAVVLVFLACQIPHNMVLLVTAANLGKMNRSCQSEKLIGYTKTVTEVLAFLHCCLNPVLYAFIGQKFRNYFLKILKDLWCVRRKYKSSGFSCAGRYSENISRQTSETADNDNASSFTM
# EBI2 antag: antagonists of human EBI2 receptor; 0.81% of 360,000 active; AID 651636; EBI2 beta-arrestin recruitment, luminescence, 7a,25-OHC stimulated; inhibition, % at 5 µM; in the data active = inhibition above about 38%;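 also: enzyme fragment complementation signal reports receptor beta-arrestin coupling in cells; 0% = agonist plus DMSO wells and 100% = wells without agonist; some results beyond the cut were filed as inactive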
# Target sequence (P32249 whole entry, looked up, the tested form may be a part): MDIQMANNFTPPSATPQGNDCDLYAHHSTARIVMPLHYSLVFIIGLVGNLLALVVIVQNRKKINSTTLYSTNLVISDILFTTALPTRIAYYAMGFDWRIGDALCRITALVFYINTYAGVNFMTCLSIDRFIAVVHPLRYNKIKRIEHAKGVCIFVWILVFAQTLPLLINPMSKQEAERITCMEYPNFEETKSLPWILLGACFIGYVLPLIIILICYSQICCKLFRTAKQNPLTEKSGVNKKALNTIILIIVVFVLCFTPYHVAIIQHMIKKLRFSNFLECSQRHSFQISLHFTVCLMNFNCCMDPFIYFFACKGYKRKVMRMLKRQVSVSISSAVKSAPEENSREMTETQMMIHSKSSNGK
# Numbers without * were called inactive; . = not tested or not shown. Rows are unselected (roughly 5% active in at least one column).
nr	SMILES	Gli-Sufu antag	697 NFkB inh	Mdm2-MdmX inh	Jurkat NFkB inh	UPR XBP1 act	CXCR6 inh	EBI2 antag	CHOP UPR activ	CCR6 antagonist
1	COc1ccc(NC(=O)CC(C)C)c(OC)c1	0	12	35	12	-2	9	-8	-0.6	0
2	CCOC(=O)C1=C(C)Nc2nc(C)nn2C1c1ccc(OCC)c(OC)c1 (configuration not stated)	-1	10	30	7	-4	4	4	-0.2	6
3	CC(C)(C)NC(=O)C1CCN(S(=O)(=O)c2ccc(Br)cc2)CC1	0	0	15	-1	-3	-4	-5	-0.8	-6
4	CCCCOc1ccccc1C1C(C(=O)OC)=C(C)N(C)C(C)=C1C(=O)OC	-3	5	-20	-2	1	5	22	0.2	8
5	COCCOC(=O)C1=C(C)N=C2SCCC(=O)N2C1c1cccc(Br)c1 (configuration not stated)	5	-78	-33	-4	1	0	23	-2.1	11
6	CCCCCOP(=O)(OCCCCC)C1(NS(=O)(=O)c2ccccc2)C=CC(=O)c2ccccc21 (configuration not stated)	16	3	29	5	4	0	13	0.2	-6
7	CCc1ccccc1NC(=O)CN1CCN(C(=O)C2CCN(C(=O)/C=C/c3ccccc3)CC2)CC1	-1	-28	-6	-3	0	-1	77*	-1.0	7
8	C(=C\c1nc(-c2ccccc2)no1)/c1ccccc1	.	-202	-193	-152	-2	5	8	0.4	16
9	CSCCC(NC(=O)c1ccco1)C(=O)N1CCN(c2ccccc2O)CC1 (configuration not stated)	-4	.	.	.	.	0	-6	.	7
10	O=C(Nc1cccc(-c2cccc(F)c2)c1)C1CCN(Cc2ccco2)CC1	16	-15	8	-10	-5	3	-2	0.9	17
11	COc1ccc(N2CC(O)=C(c3n(C)c4ccccc4[n+]3C)C2=N)cc1	5	5	5	-1	0	6	-1	-1.8	-21
12	CCOC(=O)c1c(NC(=O)C(=O)N/N=C/c2ccc(O)c(OC)c2)sc2c1CCCCC2	5	2	21	-18	1	4	16	3.9	5
13	C[N+]1(CCN2C(=O)C3CC=C(Cl)CC3C2=O)CCOCC1 (configuration not stated)	4	-2	14	-3	-2	9	-7	0.3	31
14	O=C1CC(=O)Nc2cc(S(=O)(=O)Nc3ccc(Cl)c(C(F)(F)F)c3)ccc2N1	-16	4	8	-9	-4	3	-10	1.0	11
15	Cc1ccc(C(=O)NNC(=O)CSc2nnc3ccccn23)cc1	4	12	6	2	0	-3	-5	0.9	8
16	COc1ccc(Cc2ccccc2C(=O)O)cc1	8	.	.	.	.	-7	-3	.	9
17	O=C(CNC(=O)c1ccco1)OCc1c(F)cccc1Cl	-5	-9	12	1	-1	-8	-14	3.3	-7
18	COc1cccc(C(=O)Nc2ccc(S(=O)(=O)N3CCCCC3)cc2)c1OC	7	8	25	11	-2	-7	2	-3.4	8
19	c1cn(CC2(Cn3ccnc3)COC2)cn1	-5	-4	12	0	-4	0	-3	0.1	1
20	Cc1cccc(C(=O)NCC(=O)N2CC(=O)Nc3ccccc32)c1	-22	9	13	7	-2	-6	-6	-0.9	-6
21	Nc1nonc1-n1nnc(C(=O)N/N=C/c2ccc3c(c2)OCO3)c1-c1ccccc1	-23	25	16	-7	-3	-4	-4	3.1	-5
22	O=c1ccc(-c2nc3ccccc3n2Cc2ccc(Cl)cc2)c[nH]1	20	21	42	-5	0	-12	-6	-2.0	6
23	C=CCNC(=O)c1onc(CSc2ccc(Cl)cc2)c1C(=O)O	11	3	-4	-15	0	2	-5	-1.0	4
24	CCOc1[nH]n(-c2ccccc2)c(=O)c1C=NCC(=O)OC	7	-9	3	10	1	2	-15	-3.0	2
25	NCCc1nnc(SCC(=O)Nc2ccc(Br)cc2)o1	-1	13	10	9	-2	2	-10	1.4	14
26	COc1ccc(OC)c2[nH]c(=O)c(CCNS(=O)(=O)c3ccc(F)cc3)cc12	10	12	14	7	4	-4	-2	-1.3	13
27	COc1ccc(NC(=O)c2cc3c(Cl)nc4ccccc4c3s2)cc1OC	43	44*	-3	11	9	2	8	4.5	0
28	C=C(C)COc1ccc2c(C)c(CC(=O)OC)c(=O)oc2c1C	-8	-181	-49	-24	-1	5	10	2.0	20
29	Cc1cccc(C)c1NC(=O)Cn1c(CN2CCCCC2)nc2ccccc2c1=O	-10	-5	11	-23	-2	0	10	-0.3	0
30	COc1cccc(NC(=O)C2CC2(c2cccc(OC)c2)c2cccc(OC)c2)c1 (configuration not stated)	3	0	24	-14	-1	9	28	0.6	15
31	O=C(CN1CCN(S(=O)(=O)c2ccccc2)CC1)Nc1ccccc1C(=O)c1ccccc1	3	18	15	10	-4	4	33	-0.7	11
32	COc1cc(/C=N/Nc2nc(Nc3ccccc3)nc(-n3nc(C)cc3C)n2)cc(OC)c1OC	15	21	69*	39	72*	5	-1	19	15
33	CN(c1ccccc1C(=O)NC1CC2CCC1C2)S(=O)(=O)c1ccccc1 (configuration not stated)	-6	8	-9	-20	-1	-1	5	-1.3	-8
34	Cc1ccc(/C([O-])=C(/C(=S)Nc2ccc(SC(F)F)cc2)[n+]2ccccc2)cc1[N+](=O)[O-]	20	-32	-9	-20	-6	2	-1	1.8	11
35	CC(NC(=O)c1cccc(N(C)C)c1)c1ccc(-n2ccnc2)cc1 (configuration not stated)	-3	-4	3	12	-3	-2	9	-1.7	1
36	COc1ccccc1OCC(O)Cn1c(Br)nc2c1c(=O)[nH]c(=O)n2C (configuration not stated)	5	-1	9	9	-2	4	-2	-1.3	12
37	Cc1ccc(C)c(S(=O)(=O)N2CCCC2CNC(=O)C(=O)NCc2cccs2)c1 (configuration not stated)	5	2	23	17	3	7	-3	2.5	9
38	CCN1CCC2(CCN(Cc3cn[nH]c3-c3ccc(OC)c(F)c3)C2)C1 (configuration not stated)	7	0	5	-2	-1	0	-2	1.3	-3
39	CCOc1ccc(NC(=O)C2C3CC/C=C\CCC32)cc1 (configuration not stated)	-11	-28	20	-46	2	-4	-10	0.7	2
40	O=C(NCCc1ccccc1)c1ccc(-n2cnnn2)cc1	-18	-11	5	-9	3	6	4	1.7	-4
41	CNC(=O)c1ccc(C)c(NC(=O)C2=C(C)OCCS2)c1	27	-17	17	-15	-3	-10	5	-1.6	16
42	Cc1ccc(S(=O)(=O)N(C)CC(=O)NNC(=O)CCS(=O)(=O)c2ccccc2)cc1	-5	5	12	-8	1	5	-2	-0.6	3
43	Cc1ccc(OCCC(=O)OC(C)C(=O)Nc2ccc(Cl)cn2)cc1 (configuration not stated)	12	-3	0	14	-1	-1	-4	0.8	14
44	CCOC(=O)c1cn(Cc2ccccc2)c(C(=O)OC(C)(C)C)c1O	4	16	12	-2	3	6	-7	1.7	12
45	COC(=O)c1cccc(Nc2nc(-c3cccnc3)nc3ccccc23)c1	5	30	70*	12	2	-6	-7	9.2	4
46	COc1ccc2cc(C(c3nnnn3C3CCCC3)N3CCOCC3)c3nnnn3c2c1 (configuration not stated)	0	8	-2	-1	0	-16	14	0.2	22
47	Cc1cc(N2CCOCC2)n2ncc(-c3ccccc3)c2n1	-9	-318	39	-149	-4	3	1	-4.8	6
48	CC(C)OCCCNC(=O)CN1C(=O)CSc2ccc(S(=O)(=O)N3CCCCC3)cc21	-10	-11	10	2	-2	6	-10	-0.6	10
49	CCc1ccc(NC(=O)N(CCCOC(C)C)C2CCN(C(C)=O)CC2)cc1	5	20	12	0	-1	-4	-5	1.8	-2
50	O=C(Cc1cn2ccsc2n1)Nc1cccc2cnccc12	5	7	1	-8	-3	1	-9	-0.6	9
51	O=C(Nc1ccccc1N1CCN(c2ccccc2)CC1)C12CC3CC(CC(C3)C1)C2	-2	-2	9	-4	-1	12	-14	-1.2	19
52	CCOc1ccc(S(=O)(=O)N2CCN(S(=O)(=O)c3ccc(OCC)cc3)C(C)C2)cc1 (configuration not stated)	8	-22	18	15	-2	-8	4	-1.2	3
53	Cc1ccc2nc(SCC(=O)N3CCCC3)[nH]c2c1	-62	-90	-35	-120	0	3	-18	0.3	2
54	COc1ccc(NC(=O)c2ccco2)cc1NC(=O)c1cccc(F)c1	-6	9	-24	4	-5	6	-8	-0.1	4
55	O=C(Cn1ncc(Cl)c(Cl)c1=O)c1ccc(Cl)cc1	10	.	.	.	.	9	13	.	9
56	Cc1cn(CC(=O)N[C@H](CO)Cc2c[nH]c3ccccc23)c(=O)[nH]c1=O	4	.	.	.	.	-1	-5	.	4
57	COc1ccccc1OCCCCCCN1CCN(C)CC1	6	-10	7	1	0	6	9	-0.2	8
58	CCOP(=O)(OCC)c1nc(-c2ccc(Cl)cc2)oc1NCc1ccccc1	1	1	22	-4	-3	-7	16	-1.8	16
59	C=CCC[C@H](Cc1ccc(F)cc1)C(=O)OC[C@@H](C)NC(=O)[C@@H](CC=C)CC(=O)N[C@@H](CO)Cc1ccccc1	1	-5	16	-12	1	-2	7	1.3	-4
60	Cc1ccccc1OCCn1cnc2c(N)ncnc21	-9	-67	10	6	0	-11	9	-1.3	-4

# New compounds follow.
nr	SMILES	Gli-Sufu antag	697 NFkB inh	Mdm2-MdmX inh	Jurkat NFkB inh	UPR XBP1 act	CXCR6 inh	EBI2 antag	CHOP UPR activ	CCR6 antagonist
61	COc1ccc(S(=O)(=O)NCC(c2cccnc2)N2CCN(C)CC2)cc1C (configuration not stated)	20	3	-15	-6	-2	-9	-4	0.5	11
62	O=C(Nc1ccc(-c2nc3cccnc3s2)cc1)C1CCCO1 (configuration not stated)	-71	-148	11	-20	-7	-9	-2	-8.0	0
63	COc1cc(CN(CC2CCCO2)C(=O)c2cccs2)cc(OC)c1OC (configuration not stated)	10	-18	-12	-13	-4	1	-3	0.2	2
64	Oc1[nH]c2ccccc2c1N=NC(=S)NCCc1ccccc1	-8	.	.	.	.	8	-3	.	25
65	CCOC(=O)c1c(Nc2nc(C)c(C(=O)NC)s2)sc(C)c1C	-3	-54	11	-4	7	2	9	-2.3	-4
66	COCCNC(=O)Cc1ccc(F)cc1	0	7	-11	-17	1	-5	-8	0.3	-1
67	COc1cc(C(C(=O)NCC2CCCO2)N(C(=O)Cn2nnc3ccccc32)c2ccc(OC)c(OC)c2)ccc1O (configuration not stated)	-2	4	5	13	0	5	-5	0.8	4
68	CCOC(=O)c1c(C)[nH]c(C(=O)NCCN2CCOCC2)c1C	18	1	-7	20	-1	3	2	2.1	10
69	CC(=O)N1c2ccc(S(=O)(=O)N3CCCC(C(=O)N4CCCCC4)C3)cc2CC1C (configuration not stated)	2	3	12	-8	-1	3	-9	0.9	-7
70	Cc1ccc2cc(CCNC(=O)Cc3cccs3)c(=O)[nH]c2c1	2	7	6	3	-2	-4	-1	0.7	12
71	COc1ccc(-c2cc(-c3ccc(F)cc3)nc(N3CCN(C)CC3)n2)cc1	14	7	79*	4	14	3	-3	14	8
72	O=C(COc1cccc2cccnc12)NNC(=S)Nc1ccccc1	.	11	-15	11	1	.	.	-0.7	.

# Ordered by value in EBI2 antag (rising): 3 from the list above.
no. | Compound | 697 NFkB inh | Mdm2-MdmX inh | Jurkat NFkB inh | UPR XBP1 act | CXCR6 inh | EBI2 antag | CCR6 antagonist
69 | CC(=O)N1c2ccc(S(=O)(=O)N3CCCC(C(=O)N4CCCCC4)C3)cc2CC1C (configuration not stated) | 3 | 12 | -8 | -1 | 3 | -9 | -7
61 | COc1ccc(S(=O)(=O)NCC(c2cccnc2)N2CCN(C)CC2)cc1C (configuration not stated) | 3 | -15 | -6 | -2 | -9 | -4 | 11
62 | O=C(Nc1ccc(-c2nc3cccnc3s2)cc1)C1CCCO1 (configuration not stated) | -148 | 11 | -20 | -7 | -9 | -2 | 0

# Compound activity deposited in PubChem BioAssay by Sanford-Burnham Center for Chemical Genomics.
